# GLS inh: inhibitors of human glutaminase (GLS); O94925; GLS enzymatic activity, qHTS titration; Potency, µM (series often up to 45.5 µM), inactives show at the highest dose activity change, negative = inhibition, actives largely listed as inhibitors; hit rate 0.21% among 410,000; AID 624170; further: on the % scale 0 is the no-effect control and ±100 the full control effect
#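 hKGA in 45 mM KH2PO4 (pH 8.2), 0.02% Tween-20 with compound, then 1mM L-Glutamine (stock as added) plus glutamate oxidase/HRP/Amplex red coupling mix. Fluorescence read initially and after 30 min at RT; signal change reflects glutamate formation.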
# Pin1 inhibitor: human Pin1 inhibition. Pin1 FP peptide displacement, HiFluor488, 10 min. Potency, µM (titrated, usually from 115 µM), for the others: at the highest dose activity, negative = inhibition, usual class: inhibitors. AID 504891. hit rate 0.009% among 390,000; active means well fitted inhibition curve with a large enough effect in the polarisation, with a control signal flat, not every such curve was filed as active; inconclusive means small, poorly fitted or top-dose-only effect, or effect the other way, or a change in a side signal; inactive means no such curve, though single readings can be large or run the other way; the % refers to the polarisation; further: on the % scale 0 is the no-effect control and ±100 the full control effect
# Target sequence (Q13526 whole entry, looked up): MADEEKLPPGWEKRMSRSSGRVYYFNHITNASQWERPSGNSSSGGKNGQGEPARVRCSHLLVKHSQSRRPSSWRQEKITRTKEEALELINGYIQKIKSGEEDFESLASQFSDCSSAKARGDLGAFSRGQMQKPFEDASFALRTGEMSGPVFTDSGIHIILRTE
# ERG-DNA inh: inhibitors of human ERG Ets domain-DNA interaction; AID 624246; P11308; Potency, µM (series often up to 76.9 µM), without a hit: top-dose FP activity, negative = inhibition, hits mostly inhibitors; hit rate 0.028% among 370,000; fluorescence polarization, His-ERG Ets domain / labelled DNA; active means well fitted inhibition curve with a large enough effect in the polarisation, with a control signal flat; inconclusive means small, poorly fitted or top-dose-only effect, or effect the other way, or a change in a side signal; inactive means no such curve, though single readings can be large or run the other way; the % refers to the polarisation;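 further: polarization taken with two DNA probes labelled with fluorescein and Texas red; % of control where 0% means no effect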
# Target sequence (P11308 whole entry, looked up, the tested form may be a part): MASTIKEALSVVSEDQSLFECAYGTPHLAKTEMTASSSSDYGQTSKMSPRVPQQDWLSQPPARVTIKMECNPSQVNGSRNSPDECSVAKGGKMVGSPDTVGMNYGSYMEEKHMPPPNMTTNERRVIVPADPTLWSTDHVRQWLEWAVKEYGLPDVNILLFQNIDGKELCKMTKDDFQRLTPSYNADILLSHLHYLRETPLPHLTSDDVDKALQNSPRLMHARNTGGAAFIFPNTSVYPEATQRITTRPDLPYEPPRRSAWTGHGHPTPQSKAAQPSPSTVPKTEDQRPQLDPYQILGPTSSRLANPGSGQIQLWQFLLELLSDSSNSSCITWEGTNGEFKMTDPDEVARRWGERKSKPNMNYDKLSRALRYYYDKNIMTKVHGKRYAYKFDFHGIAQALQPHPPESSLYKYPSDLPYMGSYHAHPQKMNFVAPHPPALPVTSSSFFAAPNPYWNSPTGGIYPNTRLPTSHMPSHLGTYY
#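 His-tagged ERG Ets domain (1 uM in the protein solution; 300mM KCl, 50mM Tris-HCl, 1mM EDTA, 1mM DTT, pH 7.5) received compound, then a probe mix of 5 nM fluorescein-DNA and 100nM Texas-615-DNA. Fluorescence polarization was read for both dyes.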
# TrxR1 inh: rat TrxR1 inhibition; O89049; recombinant rTrxR1, NADPH fluorescence consumption, selenite substrate; Potency, µM (top dose mostly 114 µM), for inactives: at the highest dose activity change, negative = inhibition, actives largely listed as inhibitors; hit rate 1% among 390,000; AID 588453; further: on the % scale 0 is the no-effect control and ±100 the full control effect; nearly all actives have a fitted effect of over 65% in size
#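 Rat TrxR1 (90 nM in the dispensed reagent) was pre-reduced with 400 uM NADPH for 5 min at room temperature, then incubated with compound for 15 min. After 400 uM selenite was added, NADPH fluorescence (Ex 340/Em 450 nm) was followed for 8 min.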
# RGS4 inh: inhibitors of human regulator of G protein signaling 4 | P49798 | Transcreener GDP fluorescence polarization, RGS4-accelerated GTP hydrolysis | Potency, µM (highest dose often 114 µM), for the others: at the highest dose activity change, negative = inhibition, hits mostly inhibitors | hit rate 0.039% among 390,000 | AID 504845; further: on the % scale 0 is the no-effect control and ±100 the full control effect; nearly all actives have a fitted effect of over 75% in size; some results filed as inactive show a strong effect at the top dose
# Target sequence (P49798 whole entry, looked up): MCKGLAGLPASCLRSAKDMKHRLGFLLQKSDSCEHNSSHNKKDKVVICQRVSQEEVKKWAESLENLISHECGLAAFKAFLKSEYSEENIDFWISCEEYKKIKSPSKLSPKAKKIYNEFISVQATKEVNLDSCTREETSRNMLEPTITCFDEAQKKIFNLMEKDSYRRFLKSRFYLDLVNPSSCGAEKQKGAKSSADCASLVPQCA
#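 MLSMR compounds (23 nl, pin-transferred) preincubated 10 min at room temperature with a 500nM (2x) first reagent, then RGS4 at 900nM (2x) plus Transcreener GDP mix added; fluorescence polarization (620/688 nm) read before and after 90 min at 30 °C.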
# 12-LOX inh: inhibitors of human 12S-lipoxygenase ALOX12; purified 12hLO, xylenol orange hydroperoxide absorbance; Potency, µM (highest dose often 108 µM), without a hit: at the highest dose activity change, negative = inhibition, usual class: inhibitors; hit rate 1.1% among 580,000; further: on the % scale 0 is the no-effect control and ±100 the full control effect
#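 Purified human 12hLO (150 nM final) in 25 mM Hepes, 0.01% Triton X-100, pH 7.0 was preincubated 15 min at room temperature with compound. Then 40 uM arachidonic acid was added, 30 min. Hydroperoxide was read by Fe-XO absorbance ratio 573/405 nm.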
# PGK inhibitor: T. brucei PGK inhibition; P07378; hit rate 0.043% among 380,000; AID 602233; Potency, µM (titrated, usually from 57.5 µM), for inactives: top-dose activity change, negative = inhibition, hits mostly inhibitors; PGK/GAPDH coupled, Kinase-Glo luminescence, 60 min; further: on the % scale 0 is the no-effect control and ±100 the full control effect; nearly all actives have a fitted effect of over 60% in size
#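 Luminescent ATP detection (Kinase-Glo Plus) follows a 60-minute room-temperature incubation, with wells lacking PGK as controls. Buffer: 100 mM TEA (pH 7.6), 5 mM MgCl2, 0.01% Tween-20. Coupling enzyme GAPDH (100 nM final) supplies unstable 1,3-BPG in-well.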
# JMJD2A Tudor inh: JMJD2A Tudor domain (human) inhibition; Potency, µM (highest dose often 114 µM), inactives show at the top dose activity change, negative = inhibition, usual class: inhibitors; AlphaScreen JMJD2A-Tudor / H3K4me3 peptide binding; AID 504339; hit rate 4.4% among 390,000; O75164; further: on the % scale 0 is the no-effect control and ±100 the full control effect; nearly all actives have a fitted effect of over 50% in size
# HP1b chromo inh: blocks HP1-beta chromodomain binding to methylated histone tails; AlphaScreen HP1-beta / biotin-H3K9me3 peptide binding; Potency, µM (series often up to 114 µM), for inactives: at the highest dose activity change, negative = inhibition, actives largely listed as inhibitors; hit rate 0.56% among 390,000; P83916; AID 540317; further: nearly all actives have a fitted effect of over 70% in size; inactives centre near 23
# Target sequence (P83916 whole entry, looked up): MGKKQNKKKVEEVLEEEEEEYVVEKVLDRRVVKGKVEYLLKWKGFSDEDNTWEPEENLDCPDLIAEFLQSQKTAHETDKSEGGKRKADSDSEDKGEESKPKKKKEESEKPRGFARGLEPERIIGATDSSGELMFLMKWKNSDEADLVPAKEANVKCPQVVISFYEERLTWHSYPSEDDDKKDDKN
#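 Compound inhibition of the preformed complex between 50 nM HP1-beta and 50 nM biotinylated H3K9me3 peptide was read by AlphaScreen. Buffer was PBS pH 7.4 with 0.01% Tween-20. Incubations ran 30 min at room temperature, with 10 ug/mL donor/acceptor beads.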
# The depositor's hits bear a star; i = inactive; ? = inconclusive; & = joins results of further samples; [ ] = remark or other dose. Unless noted, the call rests on the fitted dose curve; in most records, active means well fitted curve in the direction sought with a large enough effect; inconclusive means small, poorly fitted or top-dose-only effect, or another doubt; inactive means no such curve, though single readings can be large; an effect the other way counts as inactive or inconclusive. Potency means the concentration at half of the fitted maximal effect. Some of the compounds tested; count on the stated rates, not on these rows.
SMILES,GLS inh,Pin1 inhibitor,ERG-DNA inh,TrxR1 inh,RGS4 inh,12-LOX inh,PGK inhibitor,JMJD2A Tudor inh,HP1b chromo inh
COc1ccc(CCN(Cc2cccs2)S(=O)(=O)c2ccc(-n3cnnn3)c(OC)c2)cc1OC,-10%,2%,?,36%,-13%,0%,-9%,-20%,33%
CC(=O)c1ccc(NC(=O)Nc2ccc(Br)cc2C)cc1,12%,2%,-6%,-16%,24%,-20%&-5%,2%,-12%,34%
O=C(c1ccc(Br)o1)N(c1ccc(Br)cc1)C1C=CS(=O)(=O)C1 (stereo unspecified),8%,-5%,-14%,1%,-1%,11%,-1%,-12%,25%
CS(=O)(=O)N1CCN(c2ccc([N+](=O)[O-])c(SCc3ccco3)c2)CC1,7%,6%,4%,-4%[57.1 µM],10%,-15%,2%,-23%,17%
O=C(COc1ccc2c3c(c(=O)oc2c1)CCC3)N[C@@H](Cc1ccccc1)C(=O)O,9%,-4%,1%,1%,-1%,-1%,i,-23%,9%
Cc1ccccc1NC(=O)CSc1nc2cc3c(cc2cc1C)CCC3,-11%,7%,-16%,25%[57.1 µM],12%,-19%,-2%,-11%,20%
O=C(NNc1cc(Cl)cc(Cl)c1)c1c(F)cccc1Cl,?,-4%,-2%,-3%[57.1 µM],-14%,188%[activator],-4%,-16%,15%
CN(c1ccccc1C(=O)Nc1cccc([N+](=O)[O-])c1)S(C)(=O)=O,5%,-9%,-10%,10%,10%,-14%,5%,0%,30%
O=C(c1ccccc1)c1nn(-c2cccc(Cl)c2)ccc1=O,-15%,1%,2%,6%,-6%,0%,-2%,-4%,24%
COc1cccc(CNc2nc3ccccc3n2C(C)C)c1O,-10%,-8%,-13%,5%,-23%,14%,-8%,-21%,14%
CN(CCOc1ccc(Cl)cc1)CC(=O)Nc1ccc(OC(F)F)cc1,-6%,9%,17%,37%[activator],36%,-20%,i,19%,57%[activator]
O=C1Cc2cc(NS(=O)(=O)c3ccc(F)cc3)cc3c2N1CCC3,19%,11%,6%,7%,-16%,-5%,-2%,-19%,3%

# Next part; the last 4 above are carried over.
SMILES,GLS inh,Pin1 inhibitor,ERG-DNA inh,TrxR1 inh,RGS4 inh,12-LOX inh,PGK inhibitor,JMJD2A Tudor inh,HP1b chromo inh
O=C(c1ccccc1)c1nn(-c2cccc(Cl)c2)ccc1=O,-15%,1%,2%,6%,-6%,0%,-2%,-4%,24%
COc1cccc(CNc2nc3ccccc3n2C(C)C)c1O,-10%,-8%,-13%,5%,-23%,14%,-8%,-21%,14%
CN(CCOc1ccc(Cl)cc1)CC(=O)Nc1ccc(OC(F)F)cc1,-6%,9%,17%,37%[activator],36%,-20%,i,19%,57%[activator]
O=C1Cc2cc(NS(=O)(=O)c3ccc(F)cc3)cc3c2N1CCC3,19%,11%,6%,7%,-16%,-5%,-2%,-19%,3%
COC(=O)Cc1c(C)c2ccc(OC3CCCCC3=O)cc2oc1=O (stereo unspecified),-7%,-10%,-1%,17%,4%,-11%,-3%,12%,37%
CCc1noc(C)c1C(=O)N1CCCC(CCC(=O)NCc2ccc(F)c(F)c2)C1 (stereo unspecified),9%,0%,-1%,9%,24%,0%,1%,-9%,33%
Cn1c(NCC(O)c2ccccc2)nc2c1c(=O)n(Cc1ccc(Cl)c(Cl)c1)c(=O)n2C (stereo unspecified),6%,5%,-3%,19%[57.1 µM],?,?,-3%,-20%,-18%
CC(C)CNC(=O)c1c(-c2ccccc2)c(-c2ccccc2)nn(C)c1=O,3%,-7%,-1%,8%,15%,-15%,1%,9%,43%[activator]
CCCn1c(SCC(=O)NC2CCCC(C)C2C)n[nH]c1=O (stereo unspecified),8%,-10%,-5%,6%,-13%,3%,-3%,-4%,34%
COc1ccc(C(=O)NCCNc2nc3c(C)cccc3cc2C#N)cc1OC,0%,-2%,-3%,10%,9%,i,0%,-3%,51%[activator]
COc1ccc(Nc2nc(N)nc(CN3CCC(C)CC3)n2)cc1,5%,-6%,-10%,10%[57.1 µM],5%,0%,3%,-23%,7%
Cc1nc(S(=O)(=O)Nc2ccccc2C(=O)NCC2CC2)cn1C,3%,-2%,1%,9%,-4%,0%,7%,0%,32%
CN(C)C1=NCCN1CC1CCCCCC1,1%,-7%,4%,24%[57.1 µM],15%,-6%,-9%,-23%,20%
COc1ccc(-c2ccc([C@H]3[C@H]4C=CC[C@@H](C)[C@@H]4C(=O)N3Cc3ccccc3)c(F)c2)cc1OC,-3%,19%,-8%,29%,-28%,-1%,i,-31%,13%
CC1(C)CC(=O)C(CS(=O)(=O)c2ccccc2)=C(O)C1,17%,-11%,-7%,50µM*,-45%,i,-5%,4%,28%
CCCCN(CCCC)CCNC(=O)CN1C(=O)CSc2ccc(S(=O)(=O)N3CCCCC3)cc21,-2%&3%,-17%&-1%,-11%&-8%,16%&9%[57.1 µM],-24%[56.9 µM],-8%&-17%,-4%&-1%,-26%&-20%,0%&20%
CCOC(=O)CCNc1n[nH]c(=O)[nH]c1=O,7%,-11%,-9%,18%,15%,-4%,2%,-7%,10%
COc1ccccc1NC(=O)C1=C(C)Nc2nc(SCc3ccccc3)nn2C1c1ccncc1 (stereo unspecified),-8%,1%,2%,-10%,-7%,-15%,-10%,-12%,32%
CCCCN(CC)CCNC(=O)Cn1cnc2sc(C)c(S(=O)(=O)N3CCC(C)CC3)c2c1=O,0%&2%,-10%&2%,11%&-14%,18%,9%&-10%,0%&-25%,-5%&0%,-18%&-8%,-18%&16%
COc1ccc(C(=O)NCC(=O)N/N=C/C=C/c2ccccc2)cc1OC,-4%,-7%,-4%,7%,6%[11.4 µM],-10%,3%,-18%,29%
CCCCn1cnc2c(SCc3ccccn3)nc(N)nc21,-16%,-7%,7%,27%,-5%,-11%,-12%,-12%,6%
CCCC[C@@H]1CNC(=O)C(=O)N1CCc1cc(C(F)(F)F)cc(C(F)(F)F)c1,0%,2%,4%,0%[57.1 µM],13%,0%,1%,-12%,71%[activator]
O=C(Nc1ccc(F)cc1F)c1ccc2c(c1)OCCO2,-7%,-5%,7%,11%,-8%,-5%,?,-10%,35%
C=CCn1c(N)c(S(=O)(=O)c2cccs2)c2nc3ccccc3nc21,4%,2%,-3%,-25%,-27%,0%,-8%,-8%,77%[activator]
Cc1ccc(-c2nnc(NCc3nc4ccccc4[nH]3)c3ccccc23)cc1S(=O)(=O)N1CCCCC1,4%,36%[activator],1%,1%,5%,?,-2%,?,-16%
Cn1c2c(c(=O)n(C)c1=O)CN(CC1CCCO1)CN2 (stereo unspecified),11%,-4%,-7%,-10%[57.1 µM],-26%,-4%,-4%,-2%,20%
CC(=O)Nc1ccc(OCCOc2ccccc2C(C)=O)cc1,-23%,1%,3%,30%,12%,-14%,-3%,-8%,43%[activator]
S=c1[nH]cc(-c2ccc(Cl)cc2)n1Cc1ccccc1,-10%,-5%,-9%,4%,-10%[11.4 µM],-14%,i,-2%[11.4 µM],71%[activator]
CCOc1ccc(Cc2nnc(N)s2)cc1OCC,7%,-2%,3%,17%[57.1 µM],-26%,0%,i,-7%,30%[activator]
CCc1ccccc1N(CC(=O)N1CCCCC1)S(=O)(=O)c1ccccc1,-4%,3%,-4%,11%[57.1 µM],-13%,0%,3%,-2%,38%
O=C(Nc1ccc(C(=O)O)cc1)/C(=C/c1ccc2c(c1)OCO2)NC(=O)c1cccc(Br)c1,0%,-24%,-1%,11%,13%,-13%,4%,-10%,25%
COc1cc2cc(c1Cl)N(C)C(=O)CC(OC(=O)C(C)N(C)C(C)=O)C1(C)OC1C(C)C1CC(O)(NC(=O)O1)C(OC)C=CC=C(C)C2 (stereo unspecified),0%,-4%,-19%,-9%[11.4 µM],-7%,0%,-9%,-8%,36%
CCOc1ccc(OCCC(=O)N(CCC2=CCCCC2)c2c(N)n(Cc3ccccc3)c(=O)[nH]c2=O)cc1,1%,26%,6%,-2%,11%,-12%,-7%,-29%,7%
CC1CCC2(CC1)NC(=O)N(CC(=O)c1cn(CCC#N)c3ccccc13)C2=O (stereo unspecified),-6%,0%,11%,14%,0%,44%&-1%[activator],-2%,-7%,37%
CC(C)(C)C(=O)N1CCN(c2ncnc3scc(-c4ccccc4)c23)CC1,-6%,4%,-10%,1%,-17%,0%,0%,-25%,27%
CCCc1nc2ccccc2n1Cc1ccccc1OC,3%,-1%,8%,7%[57.1 µM],6%,1%,-5%,-16%,27%
CCCCN1CCNC[C@@H]1c1ccccc1,8%,-8%,-9%,4%[57.1 µM],-8%,2%,1%,-16%,22%
COc1cc([N+](=O)[O-])cc2cc(C(=O)NC(C)(C)C)c(=O)oc12,-6%,?,-2%,12%[57.1 µM],1%,-21%,i,-15%,-5%
CN(C(=S)Nc1ccccc1F)C1(c2ccccc2Cl)CCCCC1=O (stereo unspecified),1%,-6%,-6%,17%,13%,19%,0%,-17%,21%
C(=N\n1cnnc1)/c1cn(Cc2ccccc2)c2ccccc12,1%,0%,-2%,0%,-6%,20%,3%,?,21%
O=C(Cn1cnc2ccccc2c1=O)NCCC(=O)N1CCN(Cc2ccccc2)CC1,6%,1%,1%,-4%,-24%,2%,i,-2%,42%

# Screening data from PubChem.
